Mcl1 Bid PPI – disrupts binding of human Mcl-1 to Bid peptide; Q07820; TR-FRET Mcl-1/Bid-Dy647 peptide binding, 1536-well; inhibition, % at 21.7 µM; hit rate 0.97% among 220,000; AID 1021;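 active = compounds that cut the binding signal by more than half at the single screening dose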;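 also: His-tagged Mcl-1 with europium anti-His antibody binding Bid BH3 peptide; 0% = Mcl-1 plus peptide wells and 100% = peptide-only wells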
RGS4-Gao reg – human RGS4-Galphao interaction regulation. hit rate 0.33% among 220,000. binding response (% of control), % at 10 µM. P09471. Multiplexed bead flow cytometry, RGS4-Galphao binding; actives lie on both sides; in the data active = binding response below about 49% or above about 150%; inactive = in between;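 also: fluorescent Galphao activated with aluminum fluoride binding bead-coupled RGS4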
Target sequence (P09471 whole entry, looked up): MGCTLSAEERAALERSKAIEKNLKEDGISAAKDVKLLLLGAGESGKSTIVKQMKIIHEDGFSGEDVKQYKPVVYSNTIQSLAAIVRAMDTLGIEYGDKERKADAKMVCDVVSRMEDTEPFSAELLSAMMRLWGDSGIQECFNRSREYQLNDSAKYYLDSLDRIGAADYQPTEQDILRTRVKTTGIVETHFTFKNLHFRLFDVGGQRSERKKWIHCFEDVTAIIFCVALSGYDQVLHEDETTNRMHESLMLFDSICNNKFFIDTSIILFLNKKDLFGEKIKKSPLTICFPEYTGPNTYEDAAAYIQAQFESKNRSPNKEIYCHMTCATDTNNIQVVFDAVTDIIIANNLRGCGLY
Bim-Mcl-1 – disrupts Bim peptide binding to human Mcl-1. AID 1009. inhibition, % at 10 µM. hit rate 0.1% among 190,000. Bead-based flow cytometry, Bim peptide-Mcl-1 binding. Q07820; in the data active = inhibition above about 40%;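 also: 0% = no compound tracer wells and 100% = peptide blocker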
ABCG2 block – human ABCG2 inhibition, ABCB1 as counter-screen; Q9UNQ0; IgMXP3 cells, JC-1 efflux, flow cytometry; inhibition, % at 6.6 µM; hit rate 0.1% among 190,000; AID 1325;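 active = inhibition above 80%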;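 also: 0% = DMSO and 100% = nicardipine control wells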
Target sequence (Q9UNQ0 whole entry, looked up): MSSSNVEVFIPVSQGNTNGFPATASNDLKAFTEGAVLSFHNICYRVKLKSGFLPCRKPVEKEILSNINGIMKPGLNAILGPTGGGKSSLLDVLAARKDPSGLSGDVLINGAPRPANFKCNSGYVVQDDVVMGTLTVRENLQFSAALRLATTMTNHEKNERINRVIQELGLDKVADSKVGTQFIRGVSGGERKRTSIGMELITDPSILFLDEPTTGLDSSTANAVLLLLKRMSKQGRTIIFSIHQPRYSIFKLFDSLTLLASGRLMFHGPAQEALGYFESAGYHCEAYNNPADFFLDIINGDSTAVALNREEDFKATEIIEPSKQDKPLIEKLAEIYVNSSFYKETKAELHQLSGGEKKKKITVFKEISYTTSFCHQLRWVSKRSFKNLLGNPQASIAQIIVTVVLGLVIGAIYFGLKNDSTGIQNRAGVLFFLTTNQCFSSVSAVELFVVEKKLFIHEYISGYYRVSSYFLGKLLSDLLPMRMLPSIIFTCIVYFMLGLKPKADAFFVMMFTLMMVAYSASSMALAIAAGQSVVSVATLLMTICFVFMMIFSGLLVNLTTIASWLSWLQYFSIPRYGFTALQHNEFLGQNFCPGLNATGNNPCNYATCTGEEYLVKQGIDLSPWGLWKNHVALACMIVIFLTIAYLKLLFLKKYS
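test system = two drug-resistant human cell lines, ABCG2 and ABCB1 | amount = 3 million cells/mL final, two lines in 1:1 ratio | reagent = JC-1 transporter substrate | doses = one concentration, 6.6 µM final | incubation = 10 min at 25 °C | signal = flow cytometric JC-1 green MFI at 530 nm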
RGS7-Gao reg – regulators of human RGS7-Galphao interaction | Multiplexed bead flow cytometry, RGS7-Galphao binding; actives lie on both sides | binding response (% of control), % at 10 µM | hit rate 0.35% among 220,000 | AID 1439; in the data active = binding response below about 49% or above about 150%; inconclusive = no clear call, values can overlap the other calls; inactive = in between;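 also: fluorescent Galphao held in activated GDP-AlF4 state binding bead-coupled RGS7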
RGS8-Gao – regulators of human RGS8-Galphao interaction; hit rate 0.34% among 220,000; multiplexed bead flow cytometry, RGS8-Galphao binding; actives lie on both sides; response (percent of control binding), % at 10 µM; P09471; in the data active = response below about 60% or above about 140%; inactive = in between;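 also: Galphao activated as the GDP aluminium fluoride complex binding bead-coupled RGS8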
Avidin fluor – avidin bead compound fluorescence profile; hit rate 0.38% among 220,000; AID 1775; fluorescence (KMESF) at 10 µM; Avidin beads, compound fluorescence 488/530 nm, flow cytometry; hits give high values; in the data active = fluorescence above about 47; also: inactives centre near 10
ABCB1 inh – human ABCB1 inhibition, ABCG2 as counter-screen | hit rate 0.067% among 190,000 | inhibition, % at 6.6 µM | AID 1326 | P08183 | CCRF-Adr cells, JC-1 efflux, flow cytometry; in the data active = inhibition above about 40%;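 also: 0% = vehicle and 100% = reference inhibitor; higher value means more JC-1 retained so stronger ABCB1 efflux block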
Mcl1 Noxa PPI – disrupts binding of human Mcl-1 to Noxa peptide | TR-FRET Mcl-1/Noxa peptide binding, 2 h | inhibition, % at 21.7 µM | hit rate 1.5% among 220,000 | Q07820;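 active = compounds that cut the protein-peptide binding signal by more than 50% relative to plate controls in a single-dose test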;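 also: His-tagged Mcl-1 with rhodamine Noxa BH3 peptide and terbium anti-His antibody; 0% = Mcl-1 plus Noxa peptide wells and 100% = peptide-only wells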
Pf gametocyte – inhibitors of late stage P. falciparum gametocyte viability | P. falciparum stage V gametocytes, ATP luminescence, 24 h | inhibition, % at 10.9 µM | hit rate 0.065% among 150,000 | AID 743093;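 active = inhibition above the mean plus 3 SD of compounds within the control limits, set per campaign, cut at about 38% in these data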;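 also: 0% = DMSO wells and 100% = medium only without gametocytes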
GSH fluor – GSH bead compound fluorescence profile; GSH beads flow cytometry, compound fluorescence 488/530 nm; hits give high values; fluorescence (KMESF) at 10 µM; hit rate 0.25% among 190,000; in the data active = fluorescence above about 89;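 also: glutathione beads carrying GST-tagged Bcl family fusion proteins plus one bare bead set; values are compound well signal with DMSO vehicle wells as background; inactives centre near 16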
* hit, by the source's call; ? = inconclusive; nt = not tested or not shown. Rows were taken by chance; overall some 3.3% were active at least once.

SMILES | Mcl1 Bid PPI | RGS4-Gao reg | Bim-Mcl-1 | ABCG2 block | RGS7-Gao reg | RGS8-Gao | Avidin fluor | ABCB1 inh | Mcl1 Noxa PPI | Pf gametocyte | GSH fluor
Cc1cc(C)nc(NS(=O)(=O)c2ccc(N3Cc4ccccc4C3=O)cc2)n1 | -4 | 99 | -1 | 2 | 99 | 104 | 7 | 0.4 | -2 | 9 | 9
O=C(Nc1ccncc1)c1sc2ccccc2c1Cl | -14 | 94 | -7 | 14 | 92 | 97 | 9 | 1.8 | 7 | 1 | 22
Cc1cccc(N2C(=O)C(Cl)=C(Nc3c(C)n(C)n(-c4ccccc4)c3=O)C2=O)c1C | -69 | 100 | -1 | 2 | 100 | 99 | 9 | 0.5 | -3 | 21 | 15
CCCCOC(=O)C(C#N)c1nc2ccccc2nc1N1CCOCC1 (stereo unspecified) | -29 | 97 | -1 | 16 | 96 | 98 | 17 | 1.9 | 19 | -2 | 27
Cc1ccc2[nH]c(=O)c(CN(Cc3cccnc3)C(=S)NCCCN(C)C)cc2c1 | -20 | 103 | -2 | 0 | 98 | 97 | 7 | -0.3 | -1 | -4 | 20
Cc1ccc(Nc2nc(-c3ccncc3)cs2)cc1 | -10 | 103 | -1 | 1 | 100 | 103 | 11 | -0.3 | 0 | 14 | 12
CC(C)c1csc(CN2CCC(CO)(Cc3cccc(F)c3)CC2)n1 | -40 | 98 | 14 | 0 | 92 | 96 | 11 | 0.2 | -15 | nt | 10
COc1ccccc1N1CCN(C(=O)COc2ccc(Cl)cc2)CC1 | -19 | 101 | 0 | 0 | 102 | 99 | 21 | 0.0 | 9 | nt | 14
O=C(CCSCCc1ccncc1)NCCCN1CCOCC1 | -41 | 83 | -1 | 0 | 88 | 98 | 19 | 0.3 | 1 | nt | 11
Cc1nn(-c2ccccc2)c2c1C(c1ccc(Br)s1)C(C#N)=C(N)O2 (stereo unspecified) | -46 | 97 | -4 | 6 | 98 | 97 | 17 | -0.1 | 13 | nt | 10
O=C(Cc1ccc(Cl)cc1)Nc1ccc(Br)cc1 | -41 | 101 | 0 | 1 | ? | 98 | 9 | 0.2 | 5 | -15 | 16
COc1cccc(-n2c(CNc3ccc(F)cc3)nnc2SCC(N)=O)c1 | -43 | 97 | 0 | 1 | 99 | 101 | 34 | 0.1 | -1 | nt | 12
Cc1cc(=O)[nH]c(SCC(=O)Nc2ccccc2C)n1 | -20 | 100 | -5 | 2 | 94 | 100 | 12 | 0.0 | 10 | -1 | 16
CC(C)(C)OC(=O)c1c(N)n(CCCN2CCCC2=O)c2nc3ccccc3nc12 | 13 | 101 | 4 | nt | 104 | 102 | 5 | nt | 4 | -36 | 17
CCCCN1Cc2c(nc3cc(-c4ccco4)[nH]n3c2=O)C1=O | -9 | 96 | nt | nt | ? | 98 | 4 | nt | 29 | 13 | nt
O=[N+]([O-])c1ccc(NCCCN2CCOCC2)c([N+](=O)[O-])c1 | -37 | 96 | -3 | 1 | 98 | 98 | 10 | 0.4 | -5 | -23 | 13
CN(c1ccc(OCC(=O)OCC(=O)Nc2ccccc2)cc1)S(=O)(=O)c1ccc(F)cc1 | -16 | 94 | -3 | -22 | 93 | 81 | 7 | -1.4 | -1 | nt | 5
Cn1c(=O)c2sccc2n2c(CCCC(=O)NCc3ccc4c(c3)OCO4)nnc12 | -27 | 104 | 2 | 1 | 100 | 101 | 9 | 0.3 | 0 | -34 | 8
Cc1ccc(S(=O)(=O)N2CCOCC2)cc1C(=O)OCC(=O)NC1CCS(=O)(=O)C1 (stereo unspecified) | -19 | 100 | 0 | 0 | 101 | 103 | 2 | 0.7 | 14 | -3 | 6
O=S(=O)(CCNCc1cccs1)c1ccc(Cl)cc1 | -10 | 74 | nt | nt | ? | 98 | 7 | nt | 3 | -32 | nt
S=C(Nc1ccccc1)Nc1ccc(Br)cc1 | -43 | 97 | nt | nt | ? | 99 | 7 | nt | -9 | 9 | nt
O=C(NCCc1ccc2c(c1)OCCO2)c1cc(F)cc(F)c1 | -12 | 99 | 0 | 11 | 101 | 98 | 24 | 0.9 | 14 | -18 | 15
Cc1ccc(S(=O)(=O)Nc2ccc(=O)n(Cc3ccc(Cl)c(Cl)c3)c2)cc1 | -18 | 100 | 0 | 0 | 100 | 100 | 34 | 0.0 | 2 | 21 | 20
O=C(Nc1ccccc1)NC1CCN(Cc2nnnn2C2CCCCC2)CC1 | -4 | 107 | -1 | 1 | 105 | 103 | 6 | -0.1 | 7 | nt | 32
O=C(CSc1nc(-c2ccccc2)cs1)NCc1ccco1 | -13 | 100 | -4 | 14 | 98 | 100 | 11 | 1.7 | -12 | -16 | 17
CCC(C)NC(=O)COC(=O)c1oc2ccccc2c1CSc1ccc(Cl)cc1 (stereo unspecified) | -3 | 98 | 0 | 0 | 96 | 94 | 1 | 0.0 | 9 | 1 | 9
O=C(O)c1ccc(CSc2nnc(-c3ccco3)o2)cc1 | 5 | 106 | 1 | -2 | 105 | 112 | 8 | -2.4 | 17 | nt | 19
COc1cc(OC)c(CN2CCC(CO)(CCOc3ccccc3)CC2)c(OC)c1 | -16 | 100 | -1 | 1 | 100 | 101 | 11 | 0.3 | 7 | -9 | 13
CCOC(=O)c1c(NC(=S)Nc2ccc(C)cc2)sc2c1CCC2 | -33 | 95 | -1 | 15 | 96 | 93 | 10 | -0.6 | 15 | -10 | 4
O=C(O)c1ccc(NC(=S)NC(=O)c2cccc(COc3ccccc3)c2)cc1 | -45 | 106 | 19 | -1 | 111 | 100 | 19 | -0.6 | 12 | -9 | 11
O=c1cc(N2CCc3ccccc3C2)[nH]c(=O)n1-c1ccc(Br)cc1 | -30 | 100 | -3 | 6 | 97 | 102 | 10 | 0.8 | 5 | nt | 18
O=C1c2ccccc2C(Nc2ccc3c(c2)OCCO3)N1c1ccc(Cl)cn1 (stereo unspecified) | -28 | 100 | 2 | 0 | 103 | 100 | 8 | -0.6 | 22 | nt | 17
CC(=O)c1ccc(CCCCCCCCCC(=O)O)s1 | -7 | 100 | 0 | 1 | 96 | 100 | 13 | 0.1 | -6 | nt | 65
COC(=O)C1=C(C)N(Cc2ccc(OC)c(OC)c2)C(=O)C1 | -18 | 100 | -4 | 0 | 100 | 100 | 34 | 0.0 | 6 | nt | 12
O=c1c2ccccc2nc(SCc2cn3ccsc3n2)n1-c1ccc(F)cc1 | 7 | 102 | -3 | 2 | 104 | 102 | 23 | 1.5 | -5 | nt | 26
CN(c1ccc(F)cc1)S(=O)(=O)c1ccc(Cl)c(C(=O)OCC(=O)NCc2ccco2)c1 | -7 | 99 | 0 | 3 | 99 | 100 | 21 | 1.1 | 7 | 6 | 15
COc1ccc(OCc2nnc(SCC(=O)N(C)Cc3ccccc3)n2N)cc1 | -35 | 101 | -11 | 2 | ? | 96 | 9 | 0.8 | 2 | -25 | 10
CNC(=O)/C(C#N)=C\c1ccc(CNS(=O)(=O)c2ccc(Cl)cc2)o1 | 13 | 128 | 0 | 2 | 133 | 135 | 13 | 0.1 | -7 | nt | 13
Cc1ccc(N(CC(=O)NC2CCCC2)C(=O)c2c(C)noc2C)cc1C | 6 | 96 | -4 | 1 | 96 | 91 | 24 | 0.4 | -2 | nt | 14
Cc1ccc(Nc2nc(N)nc(CSC(=S)N3CCN(c4ccccc4)CC3)n2)cc1 | -3 | 104 | -8 | 3 | 101 | 104 | 14 | 0.4 | 3 | -26 | 18
CCOc1ccc2[nH]c(SCC(=O)OC)c([N+](=O)[O-])c2c1 | -1 | 101 | 5 | -1 | 102 | 104 | 11 | -0.1 | 18 | 16 | 25
CCn1c2ccc(CC(=O)O)cc2c2cc(CC(=O)O)ccc21 | 3 | 99 | 0 | 10 | 98 | 98 | 36 | 0.1 | 15 | -4 | 21
COc1ccc(C(=O)Nc2ccc(/C(C)=N/NC(=O)c3ccccc3O)cc2)cc1OC | -14 | 96 | -6 | 8 | 96 | 97 | 4 | -0.1 | 7 | 14 | 12
O=C(O)c1ccc(NCCc2ccc(Cl)cc2)c([N+](=O)[O-])c1 | -10 | 102 | -4 | 9 | 104 | 102 | 10 | 0.6 | -1 | -18 | 17
Cc1noc(NC(=O)c2c(-c3c(Cl)cccc3Cl)noc2C)c1[N+](=O)[O-] | 5 | 104 | nt | nt | ? | 102 | 3 | nt | 31 | -10 | nt
CCc1nc(N2CCN(C(=O)c3ccccc3)CC2)c2c3c(sc2n1)CCCC3 | -6 | 104 | -1 | 9 | 106 | 104 | 10 | 4.5 | 11 | -4 | 17
C/C(=N/NC(=O)c1ccoc1C)c1ccc(NC(=O)C2CCCC2)cc1 | 6 | 100 | -3 | 13 | 101 | 102 | 5 | 0.8 | -11 | -30 | 10
CCc1ccc(-c2csc(NC(=O)C3CC(=O)N(c4ccc5c(c4)OCCO5)C3)n2)cc1 (stereo unspecified) | -38 | 99 | -4 | 7 | 96 | 97 | 8 | 0.3 | 7 | 1 | 4
O=C(O)CC12CC3CC(C1)CC(n1ncc(NCc4ccc5c(c4)OCO5)c(Cl)c1=O)(C3)C2 | -24 | 101 | 4 | 4 | 104 | 103 | 11 | 1.6 | 2 | nt | 19
Cc1ccc(C)c(NC(=O)C2CC(=O)N(C(C)C)C2)c1 (stereo unspecified) | -28 | 88 | -5 | 2 | 90 | 92 | 7 | 0.8 | 10 | -31 | 25
CCOC(=O)N1CCC(NC(=O)Cn2c3ccccc3c3cn[nH]c(=O)c32)CC1 | -23 | 102 | 4 | 2 | 98 | 108 | 26 | 0.3 | -2 | nt | 13
O=C(/C=C/c1ccc(Cl)cc1)NC1CC2CCC1C2 (stereo unspecified) | -25 | 101 | -3 | 27 | 95 | 99 | 9 | 0.4 | 15 | 13 | 10
O=C(NC1CCN(C(=O)N2c3ccccc3Sc3ccccc32)CC1)c1ccco1 | -76 | 105 | 4 | 6 | 99 | 99 | 11 | 2.6 | -11 | nt | 15
CC(C)[C@H](NC(=O)c1ccccc1)C(=O)OCC(=O)Nc1ccc(Cl)cc1C(F)(F)F | -11 | 99 | 15 | 13 | 97 | 93 | 5 | 1.8 | 4 | -9 | 10
Cc1c(NC(=O)Oc2ccccc2)sc(=S)n1C | 3 | 99 | 0 | -5 | 100 | 97 | 11 | -0.6 | 14 | nt | 25
CC(=O)C1=C(c2ccccc2)N(C(C)=O)n2c(C)nnc2S1 | -27 | 102 | -1 | 3 | 105 | 100 | 13 | 0.6 | -2 | -1 | 21

Source: PubChem BioAssay (several laboratories)
